# Source: PubChem (Sanford-Burnham Center for Chemical Genomics)
# CCR6 antag: CCR6 receptor antagonists, primary screen, cell-based, CHO-K1, luminescence, beta-arrestin, uHTS; C-C chemokine receptor type 6 (Homo sapiens), P51684; CHO-K1 CCR6 PathHunter beta-arrestin, CCL20-stimulated; inhibition, % at 20 µM; hit rate 0.49% among 340,000;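 active = compounds whose inhibition of the agonist-driven luminescence signal at 20 µM reaches about 50%, limit read from the data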;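 also: cells stimulated with CCL20 at 14 nM final; plate controls were DMSO with CCL20 for no effect and DMSO without agonist for full effect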
# Target sequence (P51684 whole entry, looked up): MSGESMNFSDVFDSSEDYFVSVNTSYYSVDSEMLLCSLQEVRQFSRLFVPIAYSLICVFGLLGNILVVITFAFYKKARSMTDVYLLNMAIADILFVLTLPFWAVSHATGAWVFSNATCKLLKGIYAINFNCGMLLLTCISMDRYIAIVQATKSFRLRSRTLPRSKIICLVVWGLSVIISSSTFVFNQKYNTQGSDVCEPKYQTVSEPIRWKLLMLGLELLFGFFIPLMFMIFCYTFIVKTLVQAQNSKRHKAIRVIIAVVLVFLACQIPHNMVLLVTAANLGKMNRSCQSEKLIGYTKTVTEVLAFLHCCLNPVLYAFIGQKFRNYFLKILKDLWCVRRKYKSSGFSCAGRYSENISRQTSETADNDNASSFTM
# APOBEC3G inh: APOBEC3G DNA deaminase inhibitors, primary screen, biochemical, fluorescence, single-stranded DNA substrate, uHTS | hit rate 0.28% among 330,000 | recombinant A3G, ssDNA deamination FAM/TAMRA fluorescence | DNA dC->dU-editing enzyme APOBEC-3G (Homo sapiens), Q9HC16 | inhibition, % at 20 µM;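 active = inhibition of at least 40% at 20 µM, with no more than 30% in the related APOBEC3A deaminase screen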;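 also: plate controls were DMSO wells with A3G for no effect and wells lacking A3G enzyme for full effect; some compounds called inactive have numbers as strong as hits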
# EBI2 antag: EBI2 receptor antagonists, beta-arrestin recruitment, primary screen, cell-based, luminescence, 7a,25-OHC stimulation, uHTS; 7a,25-OHC stimulated; G-protein coupled receptor 183 (Homo sapiens), P32249; inhibition, % at 5 µM; hit rate 0.81% among 360,000; AID 651636, 2012; in the data active = inhibition above about 38%;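 also: enzyme fragment complementation signal reports receptor beta-arrestin coupling in cells; 0% = agonist plus DMSO wells and 100% = wells without agonist; some results beyond the cut were filed as inactive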
# CXCR6 inh: CXCR6 receptor inhibitors, primary screen, cell-based, beta-arrestin, luminescence, CHO-K1 PathHunter, 1536-well | C-X-C chemokine receptor type 6 (Homo sapiens), O00574 | inhibition, % at 20 µM | hit rate 0.36% among 360,000; in the data active = inhibition above about 34%, passing the limit was not always enough;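 also: antagonist mode with CXCL16 agonist at 10 nM final; 0% = 10 nM CXCL16 with DMSO and 100% = unstimulated wells without agonist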
# Target sequence (O00574 whole entry, looked up): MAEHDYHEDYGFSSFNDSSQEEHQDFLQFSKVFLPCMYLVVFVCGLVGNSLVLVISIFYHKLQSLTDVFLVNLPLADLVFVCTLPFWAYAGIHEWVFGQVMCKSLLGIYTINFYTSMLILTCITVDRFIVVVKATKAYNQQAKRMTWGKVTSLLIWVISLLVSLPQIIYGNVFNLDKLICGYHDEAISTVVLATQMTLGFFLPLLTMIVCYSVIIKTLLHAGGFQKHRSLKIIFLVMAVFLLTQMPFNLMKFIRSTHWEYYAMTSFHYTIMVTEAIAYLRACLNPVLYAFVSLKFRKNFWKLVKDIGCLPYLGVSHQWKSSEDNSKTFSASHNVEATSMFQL
# MPTP block: mitochondrial permeability transition pore inhibitors, primary screen, biochemical, isolated mouse mitochondria, absorbance. Ca2+ swelling absorbance, 30 min. inhibition, % at 10 µM. hit rate 1.4% among 360,000. AID 602449, 2012;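 active = inhibition of 50% or more, scaled per plate between neutral and stimulator controls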;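 also: 0% = DMSO wells given calcium and 100% = 1 mM EGTA wells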
# NR3A LBD binder: binders of NR3A ligand-binding domain, primary screen, biophysical, differential scanning fluorimetry, uHTS; Tm shift relative to glycine control, % at 25 µM; hit rate 2.5% among 340,000; Glutamate receptor ionotropic, NMDA 3A (GRIN3A) ligand-binding domain; NR3A LBD differential scanning fluorimetry, Tm shift; 0% = protein alone, 100% = glycine-bound protein;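 active = melting temperature shift of at least 10% of the positive control shift, at one fixed dose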
# Gli-Sufu block: Gli-Sufu pathway antagonists, primary screen, luciferase luminescence, Sufu-KO-LIGHT cells, uHTS | inhibition, % at 5 µM | hit rate 0.74% among 340,000 | AID 588413, 2011 | Sufu-KO-LIGHT fibroblasts, Gli luciferase reporter luminescence;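 active = inhibition above about 55%, limit read from the data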;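 also: 0% = DMSO-treated cells and 100% = wells with medium but no cells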
# A3A deaminase: APOBEC3A ssDNA deaminase inhibitors, primary screen, selectivity assay for APOBEC3G inhibitor project, biochemical, FAM/TAMRA oligo cleavage fluorescence | recombinant A3A, FAM/TAMRA ssDNA deamination fluorescence | inhibition, % at 20 µM | hit rate 0.41% among 330,000;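 active = at least 40% inhibition at 20 µM here, with at most 30% in a related deaminase screen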;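 also: plate controls were A3A with DMSO for no effect and wells lacking A3A enzyme for full effect; some results filed as inactive read as strong as hits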
# Target sequence (P31941 whole entry, looked up): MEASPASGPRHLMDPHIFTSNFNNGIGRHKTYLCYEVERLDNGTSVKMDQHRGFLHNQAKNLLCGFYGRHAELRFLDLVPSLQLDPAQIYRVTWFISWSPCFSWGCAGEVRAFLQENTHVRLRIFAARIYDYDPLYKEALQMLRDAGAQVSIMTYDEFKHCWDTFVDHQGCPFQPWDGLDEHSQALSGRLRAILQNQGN
# An asterisk follows results filed as active; . = not tested or not shown.
no.	SMILES	MPTP block	CCR6 antag	NR3A LBD binder	EBI2 antag
1	CN(C)C(CNC(=O)Cc1cccc(C(F)(F)F)c1)c1ccco1 (centres undefined)	4.3	11	-4	8
2	NS(=O)(=O)c1ccc(N=Nc2c(O)c(C(=O)O)cc3ccccc23)cc1	4.7	34	2	3
3	COc1ccc(/C(N)=N/OC(=O)Cc2ccccc2OC)cc1	1.0	-8	-2	2
4	c1ccc(N2CCN(c3ccc4nncn4n3)CC2)nc1	-2.9	-4	0	-9
5	O=C(N/N=C/c1cc(Cl)cc([N+](=O)[O-])c1O)c1ccccc1NS(=O)(=O)c1cccs1	84*	45	6	14
6	Cn1cc(C(=O)N/N=C/c2cccs2)c2ccccc21	8.5	-1	-7	-15
7	COc1ccc(CCNC(=O)Nc2cccs2)c(OC)c1	0.4	11	-1	1
8	CCN(C(=O)COC(=O)C1=COCCO1)c1c(N)n(Cc2ccccc2)c(=O)[nH]c1=O	-1.5	-6	-1	-6
9	CCOC(=O)CN(C(=O)CNC(=O)c1ccco1)C(C(=O)NC1CCCCC1)c1cccnc1 (centres undefined)	-0.1	17	-1	-8
10	CS(=O)(=O)N(CC(=O)N1CCCC1)c1cc(Cl)ccc1Cl	0.3	-1	2	0
11	Cc1ccccc1NC(=O)CCCNC(=O)c1ccc(Cl)cc1	-1.3	1	1	3
12	COc1ccc(CC(=O)NNc2ncnc3c2cnn3-c2ccc(C)cc2)cc1OC	1.3	9	1	-21
13	Cc1cc2nc(-c3ccc(NC(=O)C(C)C)cc3)oc2cc1C	0.3	-10	-2	22
14	COc1ccccc1C(CNC(=O)CNC(=O)c1ccc(Cl)c(Cl)c1)N1CCCC1 (centres undefined)	0.7	16	1	-2
15	CCCCN(C)C(=O)C(Cc1ccccc1)NS(=O)(=O)c1ccc2c(c1)c(=O)n(C)c(=O)n2C (centres undefined)	0.4	-6	2	-14

no.	A3A deaminase	APOBEC3G inh	Gli-Sufu block	CXCR6 inh
1	-1	-5	-1	0
2	5	0	4	4
3	-2	-4	-12	-1
4	-1	-9	-7	5
5	9	-1	3	28
6	2	-1	-11	-2
7	-2	-5	4	0
8	2	-5	-6	2
9	-3	-5	14	8
10	-3	-4	2	-23
11	26	13	-16	-3
12	-3	-3	-4	-4
13	-1	-4	-63	-3
14	-5	-9	11	9
15	-4	-9	4	0

# 3 compounds from above, arranged by the number in MPTP block, rising.
no. | SMILES | MPTP block | CCR6 antag | NR3A LBD binder | EBI2 antag | A3A deaminase | APOBEC3G inh | CXCR6 inh
4 | c1ccc(N2CCN(c3ccc4nncn4n3)CC2)nc1 | -2.9 | -4 | 0 | -9 | -1 | -9 | 5
9 | CCOC(=O)CN(C(=O)CNC(=O)c1ccco1)C(C(=O)NC1CCCCC1)c1cccnc1 (centres undefined) | -0.1 | 17 | -1 | -8 | -3 | -5 | 8
2 | NS(=O)(=O)c1ccc(N=Nc2c(O)c(C(=O)O)cc3ccccc23)cc1 | 4.7 | 34 | 2 | 3 | 5 | 0 | 4

# The results go on.
no.	SMILES	MPTP block	CCR6 antag	NR3A LBD binder	EBI2 antag
16	CC(CCN1C(Nc2ccccc2)=NC[C@@H]1C)c1ccccc1 (some centres undefined)	-2.9	5	0	-2
17	NC(=S)N/N=C/c1ccccc1OCc1cccc(Cl)c1	1.1	26	2	16
18	O=C(N/N=C/c1cc(Cl)cc([N+](=O)[O-])c1O)c1ccc2c(c1)OCO2	9.3	46	-1	23
19	Cc1ccc(S(=O)(=O)/C(C#N)=C/c2c(N3CC(C)OC(C)C3)nc3c(C)cccn3c2=O)cc1 (centres undefined)	12	21	1	17
20	COc1c(F)c(F)c(-c2csc(N)n2)c(F)c1F	2.3	-11	1	2
21	C=CCOc1ccc(/C=C2\SC(=S)N(C(C(=O)O)c3ccccc3)C2=O)cc1 (centres undefined)	5.0	18	-1	-9
22	CCN(CC)CCCNC(=O)COc1ccc2oc3c(c2c1)CCCC3	0.7	-2	1	-3
23	Cc1ccc(OCC(=O)Nc2cc(S(=O)(=O)N3CCOCC3)ccc2Cl)c([N+](=O)[O-])n1	0.3	8	1	-4
24	CCCCCCN1CC(O)=C(c2ccccc2)C1=N	8.2	2	1	3
25	CC(NS(=O)(=O)c1ccccc1)C(c1cccs1)N1CCN(C)CC1 (centres undefined)	-0.1	-13	-1	-5
26	Cn1c(=O)c(-c2cc(Br)ccc2N)nc2ccccc21	-0.4	5	-26	10
27	COC(=O)N/N=C\c1cc2c(cc1Br)OCO2	-0.6	6	-2	10
28	COc1cccc(NC(=O)NCCC2=CCCCC2)c1	12	4	0	5
29	CCC1S/C(=C(\C#N)C(=O)NCc2ccco2)N(c2ccc(F)cc2)C1=O (centres undefined)	-2.2	5	0	-1
30	C=CCn1c(CSCc2ccc(F)cc2)n[nH]c1=S	-0.8	-5	5	0

no.	A3A deaminase	APOBEC3G inh	Gli-Sufu block	CXCR6 inh
16	-4	-11	28	8
17	-1	-5	7	11
18	4	-1	3	25
19	-2	-4	9	3
20	-5	-2	-8	3
21	.	.	-7	5
22	-2	-8	-2	1
23	1	-1	12	3
24	0	3	2	-1
25	-5	-8	8	-2
26	-1	-5	-11	7
27	-2	-11	5	-3
28	-3	-4	-50	-10
29	-4	-5	6	-3
30	-3	29	1	-1

# Carrying on.
no.	SMILES	MPTP block	CCR6 antag	NR3A LBD binder	EBI2 antag
31	CCN(CC(=O)Nc1ccccc1C(F)(F)F)C(=O)c1ccc(=O)n(Cc2ccccc2)n1	-0.2	8	2	4
32	CCc1ccc(CNC(=O)C2CCN(S(=O)(=O)N3CCCC3)CC2)cc1	0.1	10	0	18
33	CCOCCCn1c(=O)c2ccccc2n2c(=S)[nH]nc12	-0.2	-4	7	2
34	CCCn1c(SCC(=O)N2CCN(c3ccccc3)CC2)nc2ccccc2c1=O	3.7	-5	2	-8
35	Cc1ccc(-c2cc(=O)c3ccc(F)cc3[nH]2)cc1	0.6	5	1	-3
36	Cc1ccc(NC(=S)NNC(=S)Nc2ccc(C)cc2)cc1	50	34	30*	28
37	O=C(O)CCC(=O)NCc1ccc(F)cc1	-1.0	-11	0	-2
38	CC1CCCC(NC(=O)COC(=O)Cc2c[nH]c3ccccc23)C1C (centres undefined)	-1.7	7	2	12
39	COc1ccc(/C=C(/C(=O)NCc2ccccc2)c2ccccc2)cc1	2.9	21	-1	8
40	Cc1cc(C)c2nc(N3CCCC(C(=O)NCCN4CCOCC4)C3)sc2c1 (centres undefined)	-1.5	25	0	-4
41	Cc1ccccc1NS(=O)(=O)c1cc(C(=O)N2CCCC2)ccc1Cl	0.0	5	-1	19
42	COc1ccc(CCNC(=O)CSc2ccc(-c3ccccc3)nn2)cc1OC	-0.5	3	1	12
43	Cc1ccc(NC(=O)COC(=O)CN2C(=O)COc3ccccc32)cc1	0.0	-4	2	-4
44	Nc1nnc(SCC(=O)N2CCN(c3cccc(Cl)c3)CC2)n1-c1ccccc1	2.3	9	-1	2
45	COc1ccc(C(=O)O)cc1NC(=S)NC(=O)c1ccc(-c2ccc(Cl)cc2)o1	0.1	20	-6	-9

no.	A3A deaminase	APOBEC3G inh	Gli-Sufu block	CXCR6 inh
31	1	-2	4	10
32	-7	-7	15	-3
33	-2	42*	1	-4
34	3	0	23	1
35	0	-6	-14	-11
36	.	.	-4	13
37	4	0	7	-4
38	1	-12	-2	-3
39	-5	-7	10	0
40	-1	-2	-22	-4
41	2	-3	11	10
42	-3	-7	-1	0
43	-4	-6	-1	-5
44	3	-11	6	-6
45	-3	-10	-1	3

# More records follow.
no.	SMILES	MPTP block	CCR6 antag	NR3A LBD binder	EBI2 antag
46	COc1ccc(S(=O)(=O)/N=C2/NC(=O)/C(=C\c3cc(OC)c(OC)cc3[N+](=O)[O-])S2)cc1	3.3	16	-8	5
47	O=C(COC(=O)c1ccc(Cl)nc1)Nc1ccc2c(c1)OCO2	-0.3	-2	0	-7
48	CC1CN(Cc2ccccc2)C(=S)NC1=O (centres undefined)	1.0	-1	-2	-5
49	O=C(NC1C(=O)NNC1c1ccccc1)c1ccccc1 (centres undefined)	-1.9	15	6	-9
50	CCCC(=O)NC(=S)Nc1cccc(NC(=O)c2ccccc2)c1	-0.6	11	-1	-6
51	CCOC(=O)N1CCC(N2CCN(S(=O)(=O)CC)CC2)CC1	1.3	6	.	-9

no.	A3A deaminase	APOBEC3G inh	Gli-Sufu block	CXCR6 inh
46	-1	-4	-1	9
47	-7	-2	-3	-10
48	.	.	9	-1
49	-3	-5	.	-9
50	-1	-3	0	3
51	-2	2	2	3

# Structural class, the entries above containing an aryl methoxy group
no.	SMILES	MPTP block	CCR6 antag	NR3A LBD binder	EBI2 antag
3	COc1ccc(/C(N)=N/OC(=O)Cc2ccccc2OC)cc1	1.0	-8	-2	2
7	COc1ccc(CCNC(=O)Nc2cccs2)c(OC)c1	0.4	11	-1	1
12	COc1ccc(CC(=O)NNc2ncnc3c2cnn3-c2ccc(C)cc2)cc1OC	1.3	9	1	-21
14	COc1ccccc1C(CNC(=O)CNC(=O)c1ccc(Cl)c(Cl)c1)N1CCCC1 (centres undefined)	0.7	16	1	-2
20	COc1c(F)c(F)c(-c2csc(N)n2)c(F)c1F	2.3	-11	1	2
28	COc1cccc(NC(=O)NCCC2=CCCCC2)c1	12	4	0	5
39	COc1ccc(/C=C(/C(=O)NCc2ccccc2)c2ccccc2)cc1	2.9	21	-1	8
42	COc1ccc(CCNC(=O)CSc2ccc(-c3ccccc3)nn2)cc1OC	-0.5	3	1	12
45	COc1ccc(C(=O)O)cc1NC(=S)NC(=O)c1ccc(-c2ccc(Cl)cc2)o1	0.1	20	-6	-9
46	COc1ccc(S(=O)(=O)/N=C2/NC(=O)/C(=C\c3cc(OC)c(OC)cc3[N+](=O)[O-])S2)cc1	3.3	16	-8	5

no.	A3A deaminase	APOBEC3G inh	Gli-Sufu block	CXCR6 inh
3	-2	-4	-12	-1
7	-2	-5	4	0
12	-3	-3	-4	-4
14	-5	-9	11	9
20	-5	-2	-8	3
28	-3	-4	-50	-10
39	-5	-7	10	0
42	-3	-7	-1	0
45	-3	-10	-1	3
46	-1	-4	-1	9
